Giardia kill = Small Molecules that selectively kill Giardia lamblia: qHTS | Giardia lamblia trophozoite viability | AID 540267, 2011 | activity change, % at 7.66 µM, hits read low | actives 0.15% (n = 340,000); in the data active = activity change below about -80%; inconclusive = between about -30% and that limit;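 note: parasites exposed to compound for two days anaerobically before the ATP read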
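Killing of trophozoites was scored by loss of ATP luminescence after a 48 hrs anaerobic exposure to compounds at 37 deg C, using 100 cells per well.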
KCNH2 WT inh = qHTS for Inhibitors of KCHN2 3.1: Wildtype qHTS | Voltage-gated inwardly rectifying potassium channel KCNH2 (Homo sapiens), Q12809 | U2OS, BacMam KCNH2, thallium flux FluxOr; active compounds read low | activity change, % at 1.84 µM | actives 0.37% (n = 340,000) | AID 720551, 2013;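 active = maximum activity change below -70%; inconclusive = maximum activity change between -70% and -50%; inactive = maximum activity change above -50%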
Target sequence (Q12809 whole entry, looked up): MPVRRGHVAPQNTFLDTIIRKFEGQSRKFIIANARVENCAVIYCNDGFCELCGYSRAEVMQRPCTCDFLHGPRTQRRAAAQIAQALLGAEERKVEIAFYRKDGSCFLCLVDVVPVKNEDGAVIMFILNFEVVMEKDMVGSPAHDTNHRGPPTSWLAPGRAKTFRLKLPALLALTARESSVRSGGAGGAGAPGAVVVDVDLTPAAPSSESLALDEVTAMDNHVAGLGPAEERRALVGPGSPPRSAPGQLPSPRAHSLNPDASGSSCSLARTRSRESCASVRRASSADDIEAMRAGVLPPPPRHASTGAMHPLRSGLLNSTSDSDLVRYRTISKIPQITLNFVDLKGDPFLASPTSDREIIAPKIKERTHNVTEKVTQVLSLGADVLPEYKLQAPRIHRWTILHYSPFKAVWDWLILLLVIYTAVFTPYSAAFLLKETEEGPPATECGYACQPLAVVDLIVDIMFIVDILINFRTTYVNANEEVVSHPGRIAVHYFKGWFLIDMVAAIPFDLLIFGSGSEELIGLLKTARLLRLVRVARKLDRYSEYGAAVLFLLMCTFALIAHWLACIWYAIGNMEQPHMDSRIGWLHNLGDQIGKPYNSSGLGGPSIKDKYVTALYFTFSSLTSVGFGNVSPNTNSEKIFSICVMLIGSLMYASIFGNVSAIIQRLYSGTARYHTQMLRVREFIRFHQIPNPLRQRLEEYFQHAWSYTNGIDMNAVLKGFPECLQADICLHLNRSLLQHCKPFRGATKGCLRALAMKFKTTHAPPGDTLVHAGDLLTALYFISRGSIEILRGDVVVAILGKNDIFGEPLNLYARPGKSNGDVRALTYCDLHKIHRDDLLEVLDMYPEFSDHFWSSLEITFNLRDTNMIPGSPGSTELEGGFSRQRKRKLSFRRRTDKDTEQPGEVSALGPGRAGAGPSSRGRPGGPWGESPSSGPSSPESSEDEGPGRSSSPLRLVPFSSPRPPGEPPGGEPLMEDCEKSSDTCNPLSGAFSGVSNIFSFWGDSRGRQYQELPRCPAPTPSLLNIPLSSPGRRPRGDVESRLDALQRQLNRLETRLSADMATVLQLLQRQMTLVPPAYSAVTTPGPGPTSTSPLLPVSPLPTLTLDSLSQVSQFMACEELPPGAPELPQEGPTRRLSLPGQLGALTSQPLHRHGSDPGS
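U2OS cells transduced with wild-type KCNH2 virus are loaded with FluxOr dye for 45 min, and thallium flux is measured in kinetic reads before and after stimulation buffer. Rate constants are normalized to DMSO controls.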
BCR signal inh = qHTS Assay to Find Inhibitors of Chronic Active B-Cell Receptor Signaling; ABC-DLBCL IkBa-CBG/CBR reporter, luminescence ratio, 4 h; Potency, µM (top dose mostly 46.1 µM), without a hit: top-dose ratio change, negative = lower green/red ratio, hits mostly inhibitors; actives 0.05% (n = 340,000); AID 493014, 2011; active = well fitted inhibition curve with a large enough effect in the signal ratio, with a control signal flat, not every such curve was filed as active; inconclusive = small, poorly fitted or top-dose-only effect, or effect the other way, or a change in a side signal; the % refers to the signal ratio;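 note: potency is the fitted concentration of half-maximal effect; plate controls were basal doxycycline-induced cells for no effect and cells given 10 µM MG132 for full effect; MG132 reads +100%, hits lower the ratio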
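Doxycycline induced both beetle luciferases in TMD8 lymphoma cells; IKK-driven degradation limits the IkappaBalpha-fused green signal, while red luminescence normalises for cell number and nonspecific effects. Compounds tested up to 46 uM, 4 hrs.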
Coupling enz = qHTS Assay for Inhibitors of Fructose-1,6-bisphosphate Aldolase from Giardia Lamblia: Coupling assay counterscreen; coupling enzyme system counterscreen, AmpLite Red fluorescence; activity change, negative = inhibition, % at 58.2 µM, hits read low; actives 0.67% (n = 290,000); AID 2472, 2010; in the data active = activity change below about -30%
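Compounds tested against the coupling enzymes alone at 57.5 uM final; readout was AmpLite Red fluorescence (525/598 nm) after 20 min at RT.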
USP2a block = qHTS Assay for Inhibitors of Ubiquitin-specific Protease USP2a Using CHOP2 as the Reporter; Potency, µM (top dose mostly 38.3 µM), for inactives: top-dose activity change, negative = inhibition, most hits filed as inhibitors; Ubiquitin carboxyl-terminal hydrolase 2 (Homo sapiens), O75604; USP2 core, Ub-CHOP2 coupled fluorogenic reporter, 485/531; actives 0.01% (n = 330,000);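 note: potency is the fitted concentration of half-maximal effect; plate controls were DMSO wells for no effect and full inhibition by NEM control for full effect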
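USP2 core (10nM final) preincubated 30min RT with compound in 20mM Tris-HCl pH 8.0, 2mM CaCl2, 2mM beta-mercaptoethanol, 0.05% CHAPS; 25nM Ub-CHOP2 plus 25nM reporter substrate added, fluorescence (Ex485/Em531) read after 60min.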
PKM2 activator = qHTS Assay for Activators of Human Muscle isoform 2 Pyruvate Kinase. purified PKM2, Kinase-Glo ATP luminescence, activation; response scale: 0% is enzyme alone, no compound. AID 1631, 2009. actives 0.34% (n = 260,000). Potency, µM (top dose mostly 57.5 µM), for the others: at the highest dose activation, actives largely listed as activators. Pyruvate kinase PKM (Homo sapiens), P14618; note: potency is the fitted concentration of half-maximal effect; nearly all actives have a fitted effect of over 55% in size
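Purified hPK-M2 (>95% pure) converted ADP (0.1 mM final) to ATP with 0.5 mM PEP in 50 mM imidazole pH7.2, KCl, MgCl2, Tween 20, BSA; 1 h at room temperature. ATP detected by Kinase-Glo luminescence.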
GALK inhibitor = qHTS Assay for Inhibitors of Human Galactokinase (GALK); Purified GALK, Kinase-Glo residual ATP luminescence; Potency, µM (series often up to 57.5 µM), inactives show top-dose activity change, negative = inhibition, usual class: inhibitors; P51570; actives 0.007% (n = 270,000); note: potency is the fitted concentration of half-maximal effect
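Galactose (100 uM) and ATP (35 uM) were turned over by 5 nM GALK for 1 h at RT. Kinase-Glo Plus then converted the remaining ATP into a luminescent signal.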
uPA surface inh = qHTS for Inhibitors of Cell Surface uPA Generation. AID 540303, 2011. actives 0.31% (n = 330,000). Potency, µM (top dose mostly 38.3 µM), for the others: at the highest dose activity change, negative = inhibition, actives largely listed as inhibitors. cell surface uPA generation assay, qHTS; active = well fitted inhibition curve with a large enough effect; inconclusive = small, poorly fitted or top-dose-only effect; inactive = no such curve, though single readings can be large or run the other way; tested in mouse RAW 264.7 cells; note: potency is the fitted concentration of half-maximal effect; nearly all actives have a fitted effect of over 55% in size
Eya2 inh = qHTS Assay for Inhibitors of the Phosphatase Activity of Eya2; actives 0.006% (n = 330,000); Potency, µM (top dose mostly 76.9 µM), without a hit: at the top dose activity, negative = inhibition, most hits filed as inhibitors; AID 488837, 2010; recombinant Eya2, OMFP fluorescence dephosphorylation (OMFP is methylfluorescein phosphate); note: potency is the fitted concentration of half-maximal effect
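Eya2 protein (added as 0.2 uM solution) was preincubated with compound for 10 min at ambient temperature in 50 mM HEPES pH 7.5, 50 mM NaCl, 5 uM MgCl2, 0.05% BSA, 1 mM DTT. OMFP (added at 50 uM) then reacted 10 min; fluorescence read at 485/525 nm.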
KCNH2 3.1 inh = qHTS for Inhibitors of KCHN2 3.1: Mutant qHTS. Potassium voltage-gated channel subfamily H member 2, brain isoform KCNH2 3.1 (human). AID 720553, 2013. actives 0.95% (n = 340,000). U2OS KCNH2 3.1, thallium flux FluxOr; active compounds read low. activity change, % (tested at about 1.8 µM);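 active = maximum activity change below -70%; inconclusive = maximum activity change from -70% to -50%; inactive = maximum activity change above -50%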;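 note: thallium influx rate constant from kinetic fluorescence after stimulation buffer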
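Steps: virus added to U2OS suspension (4 h, RT, dark); medium with 10% FBS added, cells plated, 37 C overnight; FluxOr/Red40 loading buffer 45 min RT; stimulation buffer, 2 min kinetic read; rate constant normalized.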
B2AR arrestin = qHTS assay of beta-arrestin-biased ligands of beta2-adrenergic receptor; Potency, µM (series often up to 46.1 µM), for inactives: at the highest dose activation, usual class: activators; AID 492947, 2010; actives 0.02% (n = 330,000); Beta-2 adrenergic receptor (Homo sapiens), P07550; beta-arrestin recruitment to beta2AR, cell-based reporter;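 note: potency is the fitted concentration of half-maximal effect; 0% = DMSO controls and full agonism = EC100 isoproterenol or metaproterenol; nearly all actives have a fitted effect of over 65% in size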
* = called active by the depositor; ? = inconclusive; / = no result given; [ ] = another dose, or the depositor's remark. Unless noted, calls come from the whole dose curve; as a rule, active = well fitted curve in the direction sought with a large enough effect; inconclusive = small, poorly fitted or top-dose-only effect, or another doubt; inactive = no such curve, though single readings can be large; an effect the other way counts as inactive or inconclusive. Unless noted, % is set by controls: 0 for no effect and ±100 for the full control effect. Rows are unselected. About 2.4% of those tested had a hit in this group.

SMILES	Giardia kill	KCNH2 WT inh	BCR signal inh	Coupling enz	USP2a block	PKM2 activator	GALK inhibitor	uPA surface inh	Eya2 inh	KCNH2 3.1 inh	B2AR arrestin
CC(=O)c1ccc(OC(C)C)c(CN2CCCCC2)c1	3	9	4%	2	-1%	?	2%	5%	12%	12	0.0%
Cn1cnnc1SCC(=O)N1CCc2ccccc21	4	4	-3%	-1	2%	-10%	-3%	-1%	-4%	3	-1.0%
O=C(O)CC(c1cccc2ccccc12)N1Cc2ccccc2C1=O (configuration not stated)	-5	?	3%	14	11%	-1%	1%	2%	9%	6	0.0%
CC(=O)Nc1cccc(NC(=O)c2c(-c3c(Cl)cccc3Cl)noc2C)c1	-15	-3	2%	-2	3%	-1%	5%	1%	8%	-1	-1.1%
CCCCCCCOC1(c2ccccc2)OC(=O)c2ccccc21 (configuration not stated)	-4	8	10%	0	1%	-1%	0%	/	-4%	4	-0.2%
O=C(CSc1nc2ccccc2s1)N/N=C/c1ccccc1C(=O)O	-9	7	1%	-1	-6%	2%	-3%	-6%	-3%	-10	-0.6%
COCC(=O)Nc1ccc(Br)cc1	15	16	-25%	3	2%	-1%	0%	-5%	-14%	17	0.8%
CC(=O)Nc1ccc(S(=O)(=O)NCc2cccnc2)cc1	18	-5	5%	-2	3%	-4%	3%	-3%	2%	-6	-0.7%
Cc1ccc(C)c(OCC(=O)Nc2cc(NC(=O)COc3cc(C)ccc3C)cc(C(=O)O)c2)c1	1	5	-1%	3	?	2%[11.5 µM]	-3%	5%	-5%	-14	-0.3%
O=C1C2C3c4ccccc4C(c4ccccc43)C2C(=O)N1c1ccncc1 (configuration not stated)	6	-9	4%	7	4%	-1%	6%	2%	-3%	-8	-0.6%

Another view of 6 compounds above.
Order of results – Giardia kill	KCNH2 WT inh	BCR signal inh	Coupling enz	USP2a block	PKM2 activator	GALK inhibitor	uPA surface inh	Eya2 inh	KCNH2 3.1 inh	B2AR arrestin
> O=C(O)CC(c1cccc2ccccc12)N1Cc2ccccc2C1=O (configuration not stated)
  -5	?	3%	14	11%	-1%	1%	2%	9%	6	0.0%
> CC(=O)Nc1cccc(NC(=O)c2c(-c3c(Cl)cccc3Cl)noc2C)c1
  -15	-3	2%	-2	3%	-1%	5%	1%	8%	-1	-1.1%
> CCCCCCCOC1(c2ccccc2)OC(=O)c2ccccc21 (configuration not stated)
  -4	8	10%	0	1%	-1%	0%	/	-4%	4	-0.2%
> O=C(CSc1nc2ccccc2s1)N/N=C/c1ccccc1C(=O)O
  -9	7	1%	-1	-6%	2%	-3%	-6%	-3%	-10	-0.6%
> COCC(=O)Nc1ccc(Br)cc1
  15	16	-25%	3	2%	-1%	0%	-5%	-14%	17	0.8%
> CC(=O)Nc1ccc(S(=O)(=O)NCc2cccnc2)cc1
  18	-5	5%	-2	3%	-4%	3%	-3%	2%	-6	-0.7%

Further compounds
SMILES	Giardia kill	KCNH2 WT inh	BCR signal inh	Coupling enz	USP2a block	PKM2 activator	GALK inhibitor	uPA surface inh	Eya2 inh	KCNH2 3.1 inh	B2AR arrestin
Cc1ccc(C(=O)OC2OC(=O)C(Cl)=C2N2CCOCC2)cc1 (configuration not stated)	14	1	?	1	0%	-2%	/	-3%	3%	1	0.0%
COc1ccc(-c2cc(C(=O)N3CCN(C(c4ccccc4)c4ccccc4)CC3)no2)cc1OC	0	-9	?	-1	0%	2%	-1%	/	22%	-9	0.0%
O=C(Nn1cnc2ccccc2c1=O)c1ccccc1F	-5	2	6%	3	1%	/	0%	0%	-5%	5	-0.9%
CC(=O)c1cccc(NC(=S)N2CCN(S(C)(=O)=O)CC2)c1	-2	-36	-11%	/	-1%	/	2%	-2%	-4%	/	0.5%
COc1cc(C)nc(N2CCC(C(N)=O)CC2)n1	-9	7	6%	-1	3%	0%	-1%	2%	3%	-3	-0.3%
Cc1ccc(CNC(=O)c2ccc(C#CC(C)(C)O)s2)cc1	1	11	?	0	4%	0%	0%	/	6%	12	0.0%
Cc1ccc2c(c1)Oc1ccc(NC(=O)CCCl)cc1C(=O)N2	8	-19	?	0	-1%	-6%	6%	8.9µM*	-4%	16	0.1%
